rTrxR1 inhibitor: blocks rat thioredoxin reductase 1; O89049; recombinant rTrxR1, NADPH fluorescence consumption, selenite substrate; Potency, µM (titrated, usually from 114 µM), inactives show at the highest dose activity change, negative = inhibition, hits mostly inhibitors; 1% of 390,000 active; note: potency is the fitted concentration of half-maximal effect; % is set by controls: 0 for no effect and ±100 for the full control effect; nearly all actives have a fitted effect of over 65% in size
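Rat TrxR1 (90 nM in the dispensed reagent) was pre-reduced with 400 uM NADPH for 5 min at room temperature, then incubated with compound for 15 min. After 400 uM selenite was added, NADPH fluorescence (Ex 340/Em 450 nm) was followed for 8 min.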
TrxR1 substrate: rat thioredoxin reductase 1 substrate activity; O89049; purified TrxR1 substrate turnover, NADPH consumption readout; Potency, µM (top dose mostly 114 µM), without a hit: at the highest dose activity change, negative = substrate turnover; 0.01% of 390,000 active; AID 588456; note: potency is the fitted concentration of half-maximal effect; % is set by controls: 0 for no effect and ±100 for the full control effect; nearly all actives have a fitted effect of over 50% in size
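Rat TrxR1, dispensed at 90 nM, was prereduced with 400 uM NADPH (final) for 5 min at ~22 deg C, then incubated with compound 15 min before 400 uM selenite. A first-read NADPH fluorescence drop versus no-compound background flagged substrates.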
IDH1 R132H inh: blocks human mutant IDH1 R132H enzyme | IDH1-R132H enzyme, NADPH consumption, diaphorase/resazurin fluorescence | Potency, µM (doses to about 76.6 µM), for inactives: at the highest dose activity change, negative = inhibition, usual class: inhibitors | 0.093% of 390,000 active | AID 602179; note: potency is the fitted concentration of half-maximal effect; % is set by controls: 0 for no effect and ±100 for the full control effect; nearly all actives have a fitted effect of over 65% in size
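IDH1-R132H (0.5 ug/mL) preincubated 30 min with compound, then NADPH (0.016 mM) and alpha-KG (2 mM) added; 80 min at RT, pH 7.5. Remaining NADPH coupled via diaphorase/resazurin to fluorescence (540/590 nm); concentration-response curves normalized to no-enzyme control.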
GRP78 ERSR act: ER stress response induction in glioma | 0.02% of 420,000 active | Potency, µM, inactives show top-dose activation, actives largely listed as activators | U87-MG GRP78 promoter luciferase reporter, 16 h; note: potency is the fitted concentration of half-maximal effect; series mostly up to about 76 µM; % of control where 0% means no effect; nearly all actives have a fitted effect of over 35% in size
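Stably transfected U87-MG human glioma cells carrying a GRP78-based luminescent sensor were seeded at 1000 cells/well, pin-dosed with compounds and incubated 16 h. Luciferase reagent was then added, and end-point luminescence was read after 10 min at room temperature.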
USP1 inh: blocks the human USP1/UAF1 deubiquitinase complex | O94782 | recombinant USP1/UAF1, Ub-Rhodamine cleavage fluorescence | Potency, µM (top dose mostly 57.1 µM), inactives show top-dose activity change, negative = inhibition, usual class: inhibitors | 0.23% of 390,000 active | AID 743255; note: potency is the fitted concentration of half-maximal effect; % is set by controls: 0 for no effect and ±100 for the full control effect; nearly all actives have a fitted effect of over 60% in size; inactives centre near -12
Target sequence (O94782 whole entry, looked up): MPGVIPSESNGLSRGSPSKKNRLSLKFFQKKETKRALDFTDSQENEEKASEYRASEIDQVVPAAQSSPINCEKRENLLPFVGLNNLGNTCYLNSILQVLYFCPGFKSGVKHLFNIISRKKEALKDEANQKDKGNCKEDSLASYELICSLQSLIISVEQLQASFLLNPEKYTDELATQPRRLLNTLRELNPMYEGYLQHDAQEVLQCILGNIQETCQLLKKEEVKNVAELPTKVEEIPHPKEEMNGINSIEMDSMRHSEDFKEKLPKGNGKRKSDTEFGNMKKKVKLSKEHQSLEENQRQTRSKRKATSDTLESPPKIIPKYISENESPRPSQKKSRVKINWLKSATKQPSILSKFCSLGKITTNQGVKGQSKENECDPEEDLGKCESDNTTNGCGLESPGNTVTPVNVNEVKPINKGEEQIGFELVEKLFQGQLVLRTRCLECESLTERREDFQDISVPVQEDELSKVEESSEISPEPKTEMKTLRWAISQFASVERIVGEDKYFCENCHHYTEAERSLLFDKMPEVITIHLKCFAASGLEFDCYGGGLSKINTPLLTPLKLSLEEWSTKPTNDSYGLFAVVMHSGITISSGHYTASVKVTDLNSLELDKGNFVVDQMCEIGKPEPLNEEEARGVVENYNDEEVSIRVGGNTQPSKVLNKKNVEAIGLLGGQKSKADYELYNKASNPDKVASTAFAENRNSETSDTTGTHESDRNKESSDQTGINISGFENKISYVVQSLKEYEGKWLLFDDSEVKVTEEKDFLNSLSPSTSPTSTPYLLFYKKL
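1 nM enzyme complex + cpd, 15 min RT; start with Ub-Rho 150nM final; kinetic fluorescence ex 480/em 540, 6 reads q60 s. Buffer 50mM HEPES pH 7.8, 0.5mM EDTA, 0.1 mg/ml BSA, 1mM TCEP, 0.01% Tween-20.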
RGS4 inhibitor: blocks human RGS4-accelerated GTP hydrolysis; P49798; Transcreener GDP fluorescence polarization, RGS4-accelerated GTP hydrolysis; Potency, µM (highest dose often 114 µM), without a hit: at the highest dose activity change, negative = inhibition, usual class: inhibitors; 0.039% of 390,000 active; note: potency is the fitted concentration of half-maximal effect; % is set by controls: 0 for no effect and ±100 for the full control effect; nearly all actives have a fitted effect of over 75% in size; some results filed as inactive show a strong effect at the top dose
Target sequence (P49798 whole entry, looked up): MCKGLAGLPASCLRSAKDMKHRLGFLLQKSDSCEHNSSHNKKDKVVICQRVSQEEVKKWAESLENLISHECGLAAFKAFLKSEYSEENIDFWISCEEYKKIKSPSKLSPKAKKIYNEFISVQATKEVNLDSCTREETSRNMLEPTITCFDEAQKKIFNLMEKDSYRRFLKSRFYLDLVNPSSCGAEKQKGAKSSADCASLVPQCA
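MLSMR compounds (23 nl, pin-transferred) preincubated 10 min at room temperature with a 500nM (2x) first reagent, then RGS4 at 900nM (2x) plus Transcreener GDP mix added; fluorescence polarization (620/688 nm) read before and after 90 min at 30 °C.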
LDHA inh: LDHA (human) enzyme inhibition | 0.15% of 480,000 active | activity change, % (values are at about 110 or 230 µM) | P00338 | purified LDHA, NADH/diaphorase-resazurin fluorescence; active compounds read low; in the data active = activity change below about -30%; inconclusive = mostly about -25% to -30%;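 note: plate controls were DMSO wells for no effect and wells without enzyme for full effect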
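Enzyme activity of human lactate dehydrogenase 5 (2 nM; 0.06 mM NADH, 0.2 mM pyruvate, 5 min, RT) is measured via a resazurin/diaphorase fluorescence readout of residual NADH.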
Vif-A3G inh: inhibitors of Vif-APOBEC3G interaction; 0.076% of 410,000 active; HeLa A3G-eYFP + Vif (tagged APOBEC3G with the HIV-1 protein that degrades it), YFP fluorescence, overnight; AID 602310; Potency, µM (doses to about 46.1 µM), for inactives: at the top dose activity, negative = active, most hits filed as inhibitors;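 note: potency is the fitted concentration of half-maximal effect; % is set by controls: 0 for no effect and ±100 for the full control effect; nearly all actives have a fitted effect of over 60% in size; hits raise eYFP signal because A3G escapes Vif-driven loss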
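Read-out is eYFP fluorescence (Ex 488/Em 500-530) from Vif-expressing HeLa A3G-eYFP cells; more signal means A3G escaped Vif-mediated degradation. Cells plated overnight, compound pinned in, incubated overnight at 37 deg C.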
Vif-A3F inh: blocks the Vif interaction with APOBEC3F; Potency, µM (top dose mostly 46.1 µM), inactives show at the highest dose activity, negative = active; HeLa A3F-eYFP + Vif (tagged APOBEC3F with the HIV-1 protein that degrades it), YFP fluorescence increase; 0.2% of 390,000 active; note: potency is the fitted concentration of half-maximal effect; % of control where 0% means no effect; nearly all actives have a fitted effect of over 65% in size
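Fluorescence increase (Ex 488/Em 500-530) after overnight compound treatment at 37 deg C flags inhibition of Vif-driven A3F-eYFP loss in stable HeLa A3F-eYFP/Vif cells seeded overnight beforehand.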
* = called active by the depositor; ? = inconclusive; · = not tested or not shown; & = joins results of further samples; [ ] = another dose, or the depositor's remark. Unless noted, calls come from the whole dose curve; as a rule, active = well fitted curve in the direction sought with a large enough effect; inconclusive = small, poorly fitted or top-dose-only effect, or another doubt; inactive = no such curve, though single readings can be large; an effect the other way counts as inactive or inconclusive.

SMILES	RGS4 inhibitor	USP1 inh	Vif-A3G inh	IDH1 R132H inh	Vif-A3F inh	GRP78 ERSR act	rTrxR1 inhibitor	LDHA inh	TrxR1 substrate
C/C=C(\C)CN1CCN(c2ccccc2F)CC1	2%	-14%	1%	4%	-2%	-2%	10%	-14	10%
Cc1cc(C)n(-c2ccc(C(=O)NC3CCCCC3)cc2)n1	3%	-4%	0%	-5%	-3%	1%	16%[57.1 µM]	-8	5%[57.1 µM]
O=C(NCCc1ccco1)C(=O)NCC1OCCCN1S(=O)(=O)c1ccc(Cl)cc1 (stereo not given)	-45%	-21%	1%	4%	-9%	-3%	-2%	-2	-3%
CC1CCN(S(=O)(=O)c2ccc(C(=O)OC(C)C(=O)NC3CCCCC3C)cc2)CC1 (stereo not given)	-7%	-1%	-1%	1%	-2%	-3%	16%	0	1%
COc1ccc(C2C(C#N)=C(N)N(c3sc4c(c3C#N)CCCC4)C3=C2C(=O)CC(C)(C)C3)cc1OC (stereo not given)	-23%	-24%	1%	?	·	-5%	-8%	-1	-2%
Nc1ccc2nc(SCc3cccc(F)c3)sc2c1	-30%	-12%	-13%	0%	-29%	2%	-15%[57.1 µM]	22	-6%[57.1 µM]
COc1ccc(C(=O)N2CCC(n3nccc3NC(=O)C3CC3)CC2)cc1F	-23%	-29%	-9%	-3%	4%	5%	2%	-2	-2%
CCOc1ccc(N(CC(=O)NCc2ccc3c(c2)OCO3)C(=O)c2csnn2)cc1	-26%	-30%	-1%	-3%	1%	3%	15%	-9	3%
COc1ccccc1CCC(=O)OCC(=O)NC1CCCC1	-7%	-20%	0%	7%	-7%	-6%	17%	-5	5%
CCc1ccc(C(=O)NNc2ccc(F)cc2F)cc1	-39%	-7%	-9%	6%	11%	3%	24%[57.1 µM]	-3	8%[57.1 µM]
CC(C)CNC(=O)COC(=O)C1c2ccccc2Oc2ccccc21	28%	-4%	-3%	8%	1%	-2%	15%	1	9%[57.1 µM]
CCCS(=O)(=O)N1CCC(C(=O)NCCCN2CCCC2=O)CC1	-17%	-4%	0%	0%	5%	-5%	-11%	-1	-12%
CN(C)CCNC(=O)c1cccc(S(=O)(=O)Nc2ccc(F)cc2)c1	5%	-5%	1%	2%	4%	-5%	?	2	-1%[57.1 µM]
CCOC(=O)c1cc(C#N)c(SCc2ccc(C#N)cc2)nc1C	19%	-16%	-1%	-3%	1%	-1%	5%	-7	2%
CC1CCN(S(=O)(=O)c2ccc3c(c2)N(CC(=O)NCc2ccccc2)C(=O)CO3)CC1	6%	-13%	4%	10%	0%	-1%	8%	-2	1%
O=C(Nc1cccnc1)c1ccccc1-c1nc(-c2ccccc2F)no1	-15%	-13%	-3%	0%	0%	-1%	12%	2	2%
CCN(C(=O)Cc1c(C(=O)O)[nH]c2ccccc12)c1cc(OC)ccc1OC	7%	-13%	2%	0%	-6%	-1%	-15%	7	4%[57.1 µM]
COc1cccc(N2CCN(C(=S)Nc3cccc(C)c3)CC2)c1	20%	-8%	6%	-1%	0%	-3%	9%	-15	-3%
COc1cc(/C=C/c2ccc(O)cc2)cc(OC)c1	-1%	-7%	0%	-5%	1%	17%	16%	3	5%
CC1CC(C(F)(F)F)n2ncnc2N1 (stereo not given)	20%	-3%	1%	2%	2%	-5%	9%	-3	3%
O=C1NC(Cc2ccccc2)c2nc3cc(F)ccc3c(=O)n2-c2ncccc21 (stereo not given)	·	-8%	-1%	-1%	0%	-3%	·	-11	·
Cc1nccn1S(=O)(=O)c1cc([N+](=O)[O-])ccc1Cl	-13%	4%	-1%	2%	-8%	-2%	?	0	-2%[57.1 µM]
CCOC(=O)c1[nH]c2ccccc2c1NC(=O)NC1CCCCC1	0%[11.4 µM]	-9%	-3%	13%	1%	-5%	21%[57.1 µM]	-5	8%[57.1 µM]
CN1CCN(C(=O)CC23CC4CC(CC(C4)C2)C3)CC1	-9%	-3%	2%	9%	3%	1%	2%	-4	-4%
O=C(O)c1ccc(N/N=C/c2ccc3nccnc3c2)cc1	23%	-19%	-15%	15%	-9%	-14%	-11%	-3	-17%
Cc1ccc(N2C(=O)C(F)(F)C2c2ccccc2)cc1 (stereo not given)	5%	-22%	6%	6%	-8%	2%	13%	-2	1%
O=C(CNC(=O)c1cccc(OC(F)F)c1)OCn1nnc2ccccc2c1=O	-4%	-22%	-10%	0%	7%	-4%	-3%	-1	-1%
CC(C)c1ccc(C2C3=C(CC(C)(C)CC3=O)NC3=C2C(=O)c2ccccc23)cc1 (stereo not given)	-37%	-17%	3%	-10%	7%	-3%	?	-7	4%[57.1 µM]
Cc1occc1C(=O)NCc1nc(-c2ccccc2)no1	24%	-12%	-6%	3%	10%	-4%	13%[57.1 µM]	1	8%[57.1 µM]
Oc1ccccc1CNc1cnc2ccccc2c1	-24%	-3%	-3%	4%	-10%	9%	-9%[57.1 µM]	6	40%[activator][57.1 µM]
CC(=O)Nc1sc(C)c(C)c1C(=O)OCC(=O)Nc1cc(S(=O)(=O)N2CCCCC2)ccc1Cl	3%	-1%	3%	0%	0%	-2%	4%	-3	-3%
COc1ccc(-c2csc(NC(=O)CN3C(=O)NC4(CCCC4)C3=O)n2)cc1OC	2%	-6%	-7%	-3%	-14%	-2%	-18%	-4	1%
COc1ccc(CCNC(=O)CCc2ccc(S(=O)(=O)NCC(C)C)cc2)cc1	-25%	-21%	2%	3%	3%	-4%	4%[57.1 µM]	-8	7%[57.1 µM]
CCCC(CCC(=O)NC1CCCCC1)C(=O)O (stereo not given)	-38%	-18%	0%	4%	-4%	-5%	-8%	0	0%
C[N+](C)(C)CCCCCC[N+](C)(C)C	-3%[56.9 µM]	-25%	2%	7%	-3%	-3%&-2%&-1%&-1%&-3%&-6%	-4%[57.1 µM]	-3	0%[57.1 µM]
O=C(Nc1ccc(N2CCN(C(=O)c3ccccc3)CC2)c(Cl)c1)c1ccco1	-17%	-14%	5%	5%	-2%	-10%	?	-7	-20%
COc1ccccc1NC(=O)Cc1noc(CN(C)Cc2cccs2)n1	-29%	-8%	0%	4%	·	0%	-5%	-2	1%
CC(=O)c1c(C(=O)O)c2ccccc2[nH]c1=O	-17%	-20%	0%	1%	1%	0%	26%	-2	27%
C=CC[C@@H](CC(=O)NCCO)C(=O)N[C@H](COC(=O)[C@H](CC=C)CC(=O)OC(C)(C)C)Cc1c[nH]c2ccccc12	-17%	?	-1%	18%	-11%	-2%	14%	4	6%
CC1(C)CC(=O)C2=C(C1)Nc1ccccc1NC2c1cccs1 (stereo not given)	-10%	-19%	0%	7%	-11%	3%	30%[57.1 µM]	1	2%[57.1 µM]
CCC(Oc1ccccc1C)C(=O)N1CCCN(C)CC1 (stereo not given)	12%	-25%	-1%	-2%	-3%	1%	16%	-1	4%
COC(=O)c1cc2oc3ccccc3c2n1Cc1nc(-c2ccc(Cl)cc2)oc1C	-21%	-24%	-7%	-3%	-8%	-3%	39%	-3	8%
CCOC(=O)CCCCN(Cc1ccccc1F)S(=O)(=O)c1ccc(F)c(C(=O)Nc2cc(Cl)cc(Cl)c2)c1	19%	-18%	7%	-18%	-10%	2%	14%[57.1 µM]	-1	-3%[57.1 µM]
COCCNC(=O)c1cc(-c2cccc(Cl)c2)on1	-16%	-23%	·	·	·	·	-4%	-21	-2%
NS(=O)(=O)c1ccc(CCNC(=O)COC(=O)c2ccc([N+](=O)[O-])o2)cc1	-14%	?	-5%	-9%	-2%	1%	4%[2.29 µM]	12	3%[2.29 µM]
CN(C)S(=O)(=O)c1cccc(N=C2NN=C(c3ccccc3)CS2)c1	-31%	?	-2%	40µM*	-9%	3%	-11%	-3	-18%
CCc1cc2c(=O)c(-c3ccc4c(c3)OCCO4)coc2cc1OS(C)(=O)=O	13%	-3%	-20%	4%	-3%	9%	9%[57.1 µM]	-1	6%[57.1 µM]
Cc1cc(NC(=O)c2ccc3c(c2)OCCO3)no1	20%	-2%	-17%	6%	0%	-18%	1%[57.1 µM]	-4	-4%
Cc1ccc2[nH]c(=O)c(CN(CCCN3CCOCC3)C(=O)Nc3ccc(Cl)cc3)cc2c1	19%[56.9 µM]	-6%	0%	5%	-1%	0%	10%	-6	-7%
Oc1ccccc1Nc1nc(NCC2CCCO2)c2ccccc2n1 (stereo not given)	-40%	-1%	-5%	5%	-2%	-4%	7%	-6	-5%
Cc1ccc(C(=O)OCC(=O)NCc2cccs2)cc1	11%[11.4 µM]	-1%	-6%	0%	-8%	7%	-9%	-8	-6%
Cc1nc2ccccc2nc(C)c1=NOCc1ccccc1Cl	-1%	-7%	-7%	-5%	?	2%	-2%	-1	-10%
Cc1cc2oc3ccc(NCCCn4ccnc4)cc3c(=O)c2cc1C	?	7%	?	3%[38.3 µM]	22µM*	-11%	-7%	3	-1%

Assay outcomes deposited in PubChem BioAssay by National Center for Advancing Translational Sciences (NCATS).

These rows are one share of the data; rates above refer to the full screens.
